From PubChem BioAssay
BH1578 lux ind: inducers of Vibrio cholerae quorum light production without autoinducers. activation, % at 18.7 µM. V. cholerae BH1578 lux reporter, luminescence, 6 h. 350,000 compounds, 0.16% hits; in the data active means activation mostly above about 9.7%, no sharp cut-off; inconclusive means no clear call, values can overlap the other calls; inactive means mostly below about 3.7%; further: not every result past the cut was called active; inactives centre near 0; reference of the scale not given here
DUSP3 inh: DUSP3 (human) phosphatase inhibition; P51452; recombinant VHR phosphatase, pNPP absorbance; inhibition, % at 13.3 µM; 290,000 compounds, 0.52% hits; in the data active means inhibition above about 50%; further: some compounds called inactive have numbers as strong as hits
Target sequence (P51452 whole entry, looked up): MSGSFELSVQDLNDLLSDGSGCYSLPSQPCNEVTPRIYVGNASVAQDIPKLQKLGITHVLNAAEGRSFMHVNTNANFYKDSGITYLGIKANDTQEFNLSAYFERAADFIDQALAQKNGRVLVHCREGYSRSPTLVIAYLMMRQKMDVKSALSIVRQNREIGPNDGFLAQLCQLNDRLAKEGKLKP
PfHsp40 yeast: rescue of PfHsp40-mediated yeast toxicity; growth rescue, % at 12.5 µM; S. cerevisiae expressing PfHsp40, growth rescue, ATP luminescence; AID 504582; 340,000 compounds, 0.68% hits; in the data active means growth rescue above about 28%, passing the limit was not always enough; inconclusive means no clear call, values can overlap the other calls;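 further: yeast W303a lacking pdr1 and pdr3 grown in galactose medium; growth measured after three days at 30 °C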
Anthrax LF inh2: inhibitors of Bacillus anthracis lethal factor protease; P15917; multiplex microsphere protease cleavage assay, LF; inhibition, % at 10 µM; 360,000 compounds, 0.12% hits; further: plate controls were buffer without enzyme for full effect and enzyme alone for no effect
Target sequence (P15917 whole entry, looked up): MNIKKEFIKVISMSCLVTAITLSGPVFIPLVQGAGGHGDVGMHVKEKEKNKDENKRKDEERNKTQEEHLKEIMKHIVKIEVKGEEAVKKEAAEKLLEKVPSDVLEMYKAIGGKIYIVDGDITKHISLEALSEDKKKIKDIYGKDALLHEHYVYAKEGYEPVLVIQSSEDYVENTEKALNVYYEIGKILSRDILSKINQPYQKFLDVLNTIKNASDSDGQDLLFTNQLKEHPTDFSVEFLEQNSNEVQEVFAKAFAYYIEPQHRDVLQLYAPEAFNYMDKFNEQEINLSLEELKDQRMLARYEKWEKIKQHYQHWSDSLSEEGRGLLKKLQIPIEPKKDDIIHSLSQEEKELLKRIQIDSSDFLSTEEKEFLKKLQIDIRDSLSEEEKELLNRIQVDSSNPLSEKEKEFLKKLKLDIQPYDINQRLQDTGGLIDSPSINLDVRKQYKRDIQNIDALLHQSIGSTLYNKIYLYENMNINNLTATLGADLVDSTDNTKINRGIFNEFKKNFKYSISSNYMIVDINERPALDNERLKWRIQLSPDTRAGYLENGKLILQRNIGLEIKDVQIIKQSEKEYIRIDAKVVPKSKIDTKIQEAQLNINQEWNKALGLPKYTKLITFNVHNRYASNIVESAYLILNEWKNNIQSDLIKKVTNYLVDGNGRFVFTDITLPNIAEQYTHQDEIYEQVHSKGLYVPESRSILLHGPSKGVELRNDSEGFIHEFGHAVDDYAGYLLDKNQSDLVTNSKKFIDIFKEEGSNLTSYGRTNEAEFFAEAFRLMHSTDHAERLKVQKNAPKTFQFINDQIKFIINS
SARS 3CLpro inh: SARS-CoV 3CLpro protease inhibition | P0C6X7 | recombinant SARS-CoV 3CLpro, quenched FRET peptide cleavage | inhibition, % at 6 µM | 290,000 compounds, 0.14% hits | AID 1706; in the data active means inhibition above about 12%
CCHF vOTU inh: CCHFV vOTU protease inhibition; Pep-AMC fluorescence; 370,000 compounds, 0.55% hits; inhibition, % at 11.5 µM; in the data active means inhibition above about 30%; further: 0% = vehicle wells with enzyme and 100% = no enzyme wells
TcdB GH inh: blocks C. difficile toxin B glycohydrolase activity. P18177. TcdB glycohydrolase enzymatic assay, plate reader. inhibition, % at 9.99 µM. 350,000 compounds, 0.24% hits. AID 652162; in the data active means inhibition above about 10%
PriA SSB inh: blocks PriA binding to SSB C-terminal tail; 430,000 compounds, 0.6% hits; AlphaScreen SSBct-PriA binding, biotinylated peptide; inhibition, % at 33 µM; in the data active means inhibition mostly above about 37%, no sharp cut-off; inactive means mostly below about 20%;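 further: plate controls were negative control peptide for no effect and reference peptide for full effect; strong numbers were not always called active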
Yp Topo-I inh: blocks Yersinia pestis topoisomerase I activity. 360,000 compounds, 0.064% hits. activity, % at 10 µM. AID 504884. Y. pestis Topo-I cleavage product accumulation, plate reader; in the data active means activity above about 50%, passing the limit was not always enough; inconclusive means no clear call, values can overlap the other calls; further: inactives centre near 2
BoNT-A LC inh2: BoNT A light chain protease inhibition. inhibition, % at 10 µM. 360,000 compounds, 0.17% hits. multiplex microsphere protease substrate cleavage, flow cytometry; further: plate controls were buffer without enzyme for full effect and enzyme alone for no effect
* marks the source's active call; other numbers are inactive results; i = inactive; ? = inconclusive; / = no result given; & = joins results of further samples. Unless noted, no stated cut-off is given here; in the data, active means inhibition above about 30%; inconclusive means no clear call, values can overlap the other calls; inactive means below that. Not all compounds are listed. The share of hits here may be higher or lower than overall.

Structure,BH1578 lux ind,DUSP3 inh,PfHsp40 yeast,Anthrax LF inh2,SARS 3CLpro inh,CCHF vOTU inh,TcdB GH inh,PriA SSB inh,Yp Topo-I inh,BoNT-A LC inh2
CCn1nnnc1SCC(=O)N(C)C1CCS(=O)(=O)C1 (stereo not given),-2.7,/,-0.6,1.9,/,3.9,0.4,6.0,9.1,1.1
Cc1onc(-c2ccccc2)c1C(=O)NC(=S)NNC(=O)c1cc(-c2ccc(F)cc2)n[nH]1,-2.3,16.5,234.6*,/,-0.4,2.9,0.0,2.0,-9.7,/
COc1nccnc1NS(=O)(=O)c1ccc(N/C=C2\CCCCC2=O)cc1,i,29.3,-1.4,-0.4,3.0,11.1,0.3,0.9,9.1,-0.6
CNC(=S)N1CCC(NC(=O)C23CC4CC(CC(C4)C2)C3)CC1,-0.2,6.5,-1.7,4.1,1.8,8.2,-4.2,-13.0,3.9,-0.4
COCCn1c(SCC(=O)Nc2cc(C(C)(C)C)nn2-c2ccccc2)nc2ccccc2c1=O,-0.5,-0.5,-1.3,1.3,-2.9,15.0,1.4,-1.3,5.3,-1.6
O=S(=O)(c1ccccc1)N1CN(c2ccc(F)cc2F)c2nc3ccccc3nc21,-0.1,/,/,-4.3,/,2.5,1.8,-14.2,5.4,0.4
Cc1ccc(/C=N/NC(=O)c2ccc(Br)o2)s1,-0.2,-2.9,-1.3,0.2,1.2,12.2,/,/,3.7,-1.2
CN(C)CCCN1C(=O)c2oc3ccc(Cl)cc3c(=O)c2C1c1cccnc1 (stereo not given),-0.3,3.4,0.3,-2.7,-0.6,-4.3,1.0,-1.9,2.9,-1.2
CCOc1ccc(S(=O)(=O)N2CCN=C2c2ccccc2)cc1,0.0,24.0,1.6,-7.2,-4.4,-2.8,1.0,-2.9,3.3,-0.3
C=CC[C@@H](CC(=O)OC(C)(C)C)C(=O)OC[C@@H]1CCCN1C(=O)[C@H](CC=C)CC(=O)NCCO,-1.1,/,1.0,0.3,/,0.5,-1.5,-6.4,7.5,0.2
COc1ccc(-c2cn(CCC(=O)NCc3ccc(C)cc3)c(-c3ccncc3)n2)cc1,-0.6,25.1,0.6,-4.3,-5.5,-0.8,0.9,-3.0,13.0,0.5
O=C(Nn1c(-c2ccccc2)nc2ccccc2c1=O)c1cccs1,i,1.5,0.2,-0.5,1.8,2.5,/,-6.6,-6.1,1.3
O=C(N/C=C/n1cnc2cc(C(F)(F)F)ccc21)c1ccccc1F,-0.4,20.1,-1.6,-5.5,2.3,13.0,-0.1,2.3,1.1,-0.8
O=C(CNCc1ccccn1)Nc1ccc([N+](=O)[O-])cc1C(=O)Nc1ccccc1F,i,35.0,-1.4,2.5,4.6,1.3,0.7,5.2,0.0,-5.0
N#CC1C=Cc2ccccc2N1C(=O)c1ccccc1 (stereo not given),-0.9,8.4,0.4,3.3,4.8,3.5,2.3,-5.3,-8.6,0.6

Continuation.
Structure,BH1578 lux ind,DUSP3 inh,PfHsp40 yeast,Anthrax LF inh2,SARS 3CLpro inh,CCHF vOTU inh,TcdB GH inh,PriA SSB inh,Yp Topo-I inh,BoNT-A LC inh2
Cc1ccccc1C(=O)Nc1ccnn1C1CCN(C(C)Cc2ccccc2F)CC1 (stereo not given),-7.3,-0.7,-0.5,-1.6,-4.3,16.2,-0.4,-21.4,5.7,-6.7
CN(CC(=O)Nc1ccc(OC(F)(F)F)cc1)C1CCCCC1,-0.3,27.2,-0.4,-4.9,-0.1,12.5,1.1,-8.6,11.3,-0.4
Cc1c(CCOC(=O)C23CC4CC(CC(C4)C2)C3)sc[n+]1CC#N,-0.2,7.7,-0.5,3.7,0.5,-5.9,1.1,13.5,7.1,2.2
C[C@@H]1CN([C@@H](C)CO)S(=O)(=O)c2ccc(Br)cc2O[C@@H]1CN(C)C(=O)C1CC1,-0.4,/,/,2.0,/,16.5,0.7&-1.6&1.0,/,4.8,-0.2
Cc1sc2nc(CN3CCCC3)nc(NCc3ccncc3)c2c1C,-0.3,12.9,-0.1,5.7,0.1,-3.7,1.4,-3.4,-6.1,5.8
Cc1cccc(C)c1NC(=O)Nc1nc(CN(C)C)cs1,-0.6,/,/,-6.8,/,-0.1,-0.5,/,2.2,0.0
CC(=O)c1ccc(NC(=O)Nc2cccc(Cl)c2)cc1,-0.6,-15.5,4.0,-3.2,2.0,6.7,/,-13.8,1.8,-0.3
COc1cc(C(C#N)N2N=C(c3ccccc3)CC2c2ccccc2)ccc1O (stereo not given),/,18.9,0.0,-4.5,-2.3,14.6,/,-34.5,11.4,0.4
O=c1cc(Nc2ccc3c(c2)OCCO3)[nH]c(=O)n1-c1ccc(Br)cc1,i,30.5,2.6,-1.9,-6.3,-8.0,/,4.0,3.0,-0.7
COc1ccc(C2=NN(CC(=O)NCC(OC)OC)C(=O)CC2)cc1,-0.2,17.0,-1.8,-11.0,4.0,-5.4,1.7,-18.2,4.1,-0.9
COC(=O)C1C(O)=C(C=Nc2ccccc2)C(=O)CC1(C)C (stereo not given),-0.3,15.2,-1.9,-1.8,2.3,4.8,1.5,-8.6,-1.1,0.4
CN(C)CCNC(=S)Nc1ccc(F)c(F)c1F,-0.9,32.5,0.8,-5.8,-0.2,-11.4,1.0,-13.6,2.9,-1.0
Cc1onc(-c2c(Cl)cccc2Cl)c1NC(=O)NNc1c(Cl)cncc1Cl,-0.6,17.9,-0.8,3.0,-2.0,8.2,2.2,-4.3,-3.4,0.5
O=C(NCCO)c1cccc(-c2ccc3nncn3c2)c1,-0.2,/,/,-0.5,/,24.6,0.7,/,-3.5,-0.1
CCOC(=O)c1cc2c(c(CSc3nc4ccccc4c(=O)n3Cc3ccco3)c1)OCOC2,-0.2,-11.0,0.4,-2.0,-1.7,/,2.5,2.9,4.7,-0.8

Later entries
Structure,BH1578 lux ind,DUSP3 inh,PfHsp40 yeast,Anthrax LF inh2,SARS 3CLpro inh,CCHF vOTU inh,TcdB GH inh,PriA SSB inh,Yp Topo-I inh,BoNT-A LC inh2
CC(C)CNC(=O)C(=O)NCC1OCCN1S(=O)(=O)c1cccs1 (stereo not given),2.2,34.6,0.2,-1.9,-3.2,-4.7,1.7,6.6,6.7,-0.3
O=C(O)[C@H](Cc1ccccc1)Nc1ccc([N+](=O)[O-])cn1,i,-24.8,-1.7,-11.5,-0.2,16.0,0.4,0.3,5.3,0.3
CCOc1cc([N+](=O)[O-])cc(/C=C2/NC(=O)N(Cc3ccccc3F)C2=O)c1O,-1.5,17.4,0.1,-5.2,2.4,13.3,0.2,26.7,-13.1,-1.7
CCc1ccc(S(=O)(=O)NCCc2csc(-c3ccccc3)n2)s1,i,2.9,5.5,-4.9,2.7,7.9,/,-14.3,41.5,-0.6
CNc1ccc(S(=O)(=O)NCC(=O)OC(C)C(=O)N(C)Cc2ccccc2)cc1[N+](=O)[O-] (stereo not given),-0.3,/,-0.4,/,/,-2.9,-0.5,3.9,-9.5,/
Cc1ccc(C(=O)CCC(=O)Nc2cccc(C(F)(F)F)c2)cc1,i,27.6,-1.0,-1.6,1.4,-2.6,/,-11.5,12.7,-0.6
COc1ccc(CC(=O)N2CCC(n3nccc3NC(=O)C3CCOC3)CC2)cc1 (stereo not given),-0.1,22.4,-1.1,-4.2,-3.0,-2.1,-3.6,-2.5,4.2,-1.3
O=C(NC(=S)Nc1ccc(F)cc1)c1ccc2c(c1)OCCO2,-2.0,12.1,0.5,-0.9,1.4,14.8,0.5,3.0,4.4,0.5
COC(=O)CCc1nc2cc(Cl)ccc2n(Cc2ccccc2)c1=O,i,14.4,-1.8,-3.0,3.8,-5.2,1.4,-16.4,23.8,0.7
N#CCCN(C(=O)COC(=O)c1cc(=O)c2ccccc2o1)c1ccccc1,-0.6,/,-1.1,-8.9,/,-1.0,10.0*,0.0,1.8,-0.7
CC(=O)Nc1ccccc1NC(=O)C/C(C)=N/NC(=O)c1cccnc1,i,20.6,0.7,0.2,-1.0,3.8,-0.1,/,2.9,-1.9
Cc1ccc(/C=N/Nc2nc(N3CCCCC3)nc(N3CCCCC3)n2)o1,0.3,-0.5,0.1,-1.5,1.5,10.1,0.2,/,7.4,-0.7
COCCN(C(=O)COC(=O)CCC(=O)c1ccc(Cl)cc1)c1c(N)n(Cc2ccccc2)c(=O)[nH]c1=O,-9.2,19.2,0.0,-0.3,-1.1,-6.2,-1.6,-3.5,30.3,3.0
CC1=C(C(=O)OCc2ccccc2)C(c2ccc(N(C)C)cc2)NC(=O)N1 (stereo not given),-0.3,17.7,-0.3,-3.7,0.8,6.0,/,42.4,0.3,-1.9
CCCNC(=O)c1cc(C2CCCCN2S(=O)(=O)c2cn(C)cn2)on1 (stereo not given),i,/,/,-1.1,/,-12.4,0.6,/,7.2,0.5

Arranged by number of heavy atoms (low to high): some entries from above.
Structure,BH1578 lux ind,DUSP3 inh,PfHsp40 yeast,Anthrax LF inh2,SARS 3CLpro inh,CCHF vOTU inh,TcdB GH inh,PriA SSB inh,Yp Topo-I inh,BoNT-A LC inh2
CCc1ccc(S(=O)(=O)NCCc2csc(-c3ccccc3)n2)s1,i,2.9,5.5,-4.9,2.7,7.9,/,-14.3,41.5,-0.6
Cc1ccc(/C=N/Nc2nc(N3CCCCC3)nc(N3CCCCC3)n2)o1,0.3,-0.5,0.1,-1.5,1.5,10.1,0.2,/,7.4,-0.7
CCOc1cc([N+](=O)[O-])cc(/C=C2/NC(=O)N(Cc3ccccc3F)C2=O)c1O,-1.5,17.4,0.1,-5.2,2.4,13.3,0.2,26.7,-13.1,-1.7

(next part)
Structure,BH1578 lux ind,DUSP3 inh,PfHsp40 yeast,Anthrax LF inh2,SARS 3CLpro inh,CCHF vOTU inh,TcdB GH inh,PriA SSB inh,Yp Topo-I inh,BoNT-A LC inh2
Cc1ccc(S(=O)(=O)N(C)C)cc1NC(=O)C(C)Sc1ccccc1 (stereo not given),i,-2.7,-0.8,-3.2,2.9,13.3,0.6,-6.3,-8.3,0.3
C[N+]1(CC(=O)OCCCc2ccccc2)CCCC1,-0.2,-7.8,1.7,-1.1,-0.1,6.2,0.1,-4.7,1.8,-0.4
CN(C)/C=N/c1c(C#N)cnn1-c1ccc(C(F)(F)F)cn1,i,-12.1,0.1,-3.6,-1.1,13.2,0.9,/,1.0,0.9
C=CCN(c1ccccc1OC)S(=O)(=O)c1cccc(C(=O)OCC(=O)N2CC(C)OC(C)C2)c1 (stereo not given),i,/,1.3,-6.2,/,3.1,-2.2,2.7,17.3,1.6
C=CCn1c(=NC(=O)c2sc3ccccc3c2Cl)sc2cc(S(N)(=O)=O)ccc21,-0.3,11.3,?,-1.0,3.5,/,/,-7.2,-3.1,1.2
O=[N+]([O-])c1ccc(CSc2ccc(S(=O)(=O)N3CCCC3)cn2)cc1,-2.8,/,2.3,5.5,/,/,1.9,11.9,36.8,-0.6
